EP2 mod – modulators of human EP2 prostaglandin E2 receptor; 0.83% of 260,000 active; EP2-expressing cells, cAMP HTRF FRET, PGE2 co-stimulation; induction, % at 25 µM;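 active = compounds whose cAMP rise, as percent of the full-agonist control response, exceeds 60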;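 also: rat C6 glioma line stably carrying human EP2 under a CMV promoter; the protocol text gives 20 µM as final concentration; 100% = response of wells given 1 µM PGE2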
Target sequence (P43116 whole entry, looked up): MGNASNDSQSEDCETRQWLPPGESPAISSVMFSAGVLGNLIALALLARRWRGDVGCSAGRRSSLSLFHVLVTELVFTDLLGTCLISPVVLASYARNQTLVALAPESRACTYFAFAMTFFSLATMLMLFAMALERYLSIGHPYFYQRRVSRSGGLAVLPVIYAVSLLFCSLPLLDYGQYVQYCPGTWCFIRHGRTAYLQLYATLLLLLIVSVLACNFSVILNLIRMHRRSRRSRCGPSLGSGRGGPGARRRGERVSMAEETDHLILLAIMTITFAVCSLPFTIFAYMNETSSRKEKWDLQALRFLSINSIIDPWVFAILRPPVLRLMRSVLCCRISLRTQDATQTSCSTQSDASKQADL
PGE2 EP2 inh – inhibitors of human EP2 prostaglandin E2 receptor; P43116; C6 glioma cells expressing human EP2, cAMP TR-FRET; cells stimulated with saturating PGE2; 0.52% of 260,000 active; inhibition, % at 25 µM;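 active = percent inhibition above 40 after rounding to a whole number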;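 also: rat C6 glioma host cells with rolipram phosphodiesterase inhibitor present; the protocol text gives 20 µM as final concentration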
An asterisk follows results filed as active. These rows are one share of the data. The share of hits here may be higher or lower than overall.

SMILES	EP2 mod	PGE2 EP2 inh
CCOc1ccc(C2C3CN(C)CC=C3C(C#N)=C(N)C2(C#N)C#N)cc1OC (centres undefined)	-1	8
O=C(CC12CC3CC(CC(C3)C1)C2)Nc1ccc(N2CCOCC2)cc1	-6	17
COCCCNC(=S)N(Cc1cccnc1)Cc1cc2cccc(C)c2[nH]c1=O	-19	9
C=CCNc1nc2c(c(=O)[nH]c(=O)n2C)n1Cc1ccccc1Cl	-39	13
Cc1nn(CCC(=O)NC2(c3ccccc3F)CCCC2)c(C)c1C	-5	8
COc1ccc(OC)c(Nc2nc(-c3ccc(OC(C)=O)cc3)cs2)c1	-4	11
CC(C)(C)C1CCc2c(sc3ncnc(SCC(=O)N4CCOCC4)c23)C1 (centres undefined)	25	9
CCn1c(Cc2ccccc2)nnc1SCC(=O)N1CCCCC1C (centres undefined)	-16	9
CN=C(N)/N=C(\N)Nc1cc2ccccc2c2ccccc12	4	7
O=C1C=CC(=Nc2cccc3c(N=C4C=CC(=O)O4)cccc23)O1	19	8
Cc1ccc(NC(=O)CN2CCC3(CC2)CC(O)c2ccccc2O3)cc1 (centres undefined)	-8	-1
CS(=O)(=O)N1CC(=O)Nc2ccccc21	9	6
Cc1cc(C)c2cc(C)c3nnc(SCC(=O)Nc4ccccc4Cl)n3c2c1	3	6
CC(=O)Nc1ccc(N(C(=O)c2cnccn2)C(C(=O)NC2CCCCC2)c2ccc(F)cc2)cc1 (centres undefined)	3	7
Cc1ccc(-c2nnn(CC(=O)NCc3ccc4c(c3)OCO4)n2)cc1	5	9
O=C(CSc1n[nH]c(-c2ccco2)n1)Nc1ccccc1	-5	8
CC1CCc2c(sc3ncn(C4CCN(C(=O)c5ccn[nH]5)CC4)c(=O)c23)C1 (centres undefined)	-7	7
COCCn1c2ccccc2n2c(=O)n(CC(=O)NC34CC5CC(CC(C5)C3)C4)nc12	11	9
CCOCCCNc1c(C)c(C)nc2c(-c3cccs3)c(C)nn12	-7	5
Cc1ccc(S(=O)(=O)NCC(C)NC(=O)CN2CCCCC2)cc1 (centres undefined)	-13	9
O=C1CCCC2=C1C(c1cc(Br)ccc1O)Nc1ccc3ccccc3c12 (centres undefined)	-12	9
CC1CCN(C(=O)c2ccc(NC(=O)C(=O)NC(C)C)cc2)CC1	-24	7
COc1cc(CN2CCC(N3CCCCC3)CC2)cc(OC)c1	-20	9
CCC(C)(C)n1nnnc1C(c1cc2cc(C)c(C)cc2[nH]c1=O)N1CCc2ccccc21 (centres undefined)	48	10
Cc1ccc(NC(=O)CSc2nnc3c(n2)[nH]c2ccc(C)cc23)cc1	-27	13
COc1ccc2nc(SCC(=O)OC(C)C)c(C)cc2c1	13	20
CCC(CN1CCOCC1)NC(=O)Cc1sc(C)nc1-c1ccccc1 (centres undefined)	-42	5
COc1cc2c3cc1Oc1cc(ccc1O)C[C@@H]1c4c(cc(OC)c(O)c4Oc4ccc(cc4)C[C@H]3[N+](C)(C)CC2)CC[N+]1(C)C	18	36
CCOCCOC(=O)C1=C(C)NC2=C(C(=O)CC(C)(C)C2)C1c1ccccc1Cl (centres undefined)	11	6
C=CCN1CCN(C(c2ccccc2Cl)c2nnnn2C2CCCCC2)CC1 (centres undefined)	-2	6
COC(=O)c1c(NC(=O)c2ccccc2Cl)sc(C(=O)NC2CCCCC2)c1C	-29	12
CCN1CCN(C(=O)Nc2ccc(Cl)cc2)CC1	-41	14
Cc1ccc2c(ccc(/C=C/c3ccc(N(C)C)cc3)[n+]2CCCS(=O)(=O)[O-])c1	-27	11
O=C(CSc1nc2ccccc2n1CC(=O)N1CCc2ccccc21)N1CCOCC1	-3	12
CC(C)OC(=O)CSc1ncnc2scc(-c3ccccc3)c12	42	17
COc1ccc(CC(=O)N(C)c2nc3c(s2)CCc2occc2-3)cc1	-30	5
CCC(=O)c1cn(CC(=O)Nc2cc(OC)ccc2OC)c2ccccc12	-4	9
Cc1ccccc1C1(O)CCN(C(=O)c2cnn(-c3ccc(F)cc3)c2)CC1	-112	8
CCC(CC)c1nnc(NC(=O)c2ccc(Cl)cc2)s1	-21	16
O=C(Cc1cccc(Cl)c1)NCCN1CCC(O)(c2ccc(F)cc2)CC1	-22	5
CCOc1ccc(N2CC(C(=O)Nc3cc(C)ccc3F)CC2=O)cc1 (centres undefined)	13	11
Cc1ccc2cc(CN(Cc3cccs3)C(=S)NCc3ccccc3)c(=O)[nH]c2c1C	-11	9
COc1ccccc1NC(=O)Cn1cnc2sc(C(=O)OC(C)C)c(C)c2c1=O	0	9
O=C(CN1CCC(O)(c2ccccn2)CC1)Nc1ccc2c(c1)CCC2	-34	10
CNc1ncc(CN(CCCn2ccnc2)Cc2ccc(C)o2)cn1	4	8
O=C(NC1(c2ccc3c(c2)OCO3)CCCC1)c1cnccn1	-46	14
Cc1nc2c(c(=O)[nH]1)CCN(C(=O)Cc1nn(C(C)C)c(=O)c3ccccc13)C2	-30	4
CCN(CC)CCCNC(=S)N(CCN(C)C)Cc1cc2c(C)cc(C)cc2[nH]c1=O	-22	6
CC(=O)Nc1sc2c(c1C(=O)O)CCc1ccccc1-2	-55	11
COc1ccc2nc(NC(=O)c3cc(C)ccc3C(=O)O)sc2c1	-4	8
Cc1ccc2cc(/C=C/C(=O)c3cccs3)c(=O)[nH]c2c1	-4	18
C=CCOc1ccc(C2C(C#N)=C(N)OC3=C2C(=O)CC(C)(C)C3)cc1OCC (centres undefined)	14	8
COC(=O)c1c(OC)cc2c(c1C)Oc1c(Cl)c(O)c(Cl)c(C)c1C(=O)O2	13	9
COc1ccc(-c2cc(C(F)(F)F)nc(SCCC(=O)N3CCN(C)CC3)n2)cc1	-18	10
CC(Sc1nnc(-c2ccccc2Br)o1)C(=O)Nc1ccc(Br)cc1 (centres undefined)	-50	14
O=C(CSc1nnc(-c2cccnc2)o1)c1ccc(Cl)cc1	7	11
CCCn1c(SCC(=O)Nc2ccc(OC)cc2OC)nnc1-c1ccccn1	-7	13
COc1cc(C(=O)Nc2cnc(NC(=O)c3ccccc3F)cc2C)cc(OC)c1OC	17	8
Cc1sc2nc(SCC(=O)c3cccs3)[nH]c(=O)c2c1C	-76	5
CC(C)C(=O)c1cn(CC(=O)Nc2ccccc2Cl)c2ccccc12	-29	8
The list continues:
SMILES	EP2 mod	PGE2 EP2 inh
Cc1ccc(CN(CCCn2ccnc2)CC2=COCCO2)s1	10	10
C=CCn1c(SCC(=O)Nc2ccc(Cl)cc2)nc2sc(C)cc2c1=O	-32	21
COc1ccc(Nc2nc(CC(=O)O)cs2)cc1	-38	11
CCOC(=O)c1c(-c2ccc(OCC)cc2)csc1NC(=O)CC	67*	7
O=C(Nc1ccccc1F)N(Cc1cc2cc3c(cc2[nH]c1=O)OCCO3)CC1CCCO1 (centres undefined)	-48	6
COc1cccc(CNc2cc(C)ccn2)c1O	-22	17
CC1CCCC(C)N1C(=O)CSc1nc2sc3c(c2c(=O)[nH]1)CCCC3 (centres undefined)	28	14
O=C(CSc1ncccc1-c1nc2ccccc2[nH]1)Nc1ccccc1C(F)(F)F	-44	15
Cn1ncc([N+](=O)[O-])c1C(=O)NN	24	8
CC(C)Oc1ccc(CN2CCC(=O)NC2=S)cc1	1	12
CCCn1cnc2sc(C)c(-c3ccc(Cl)cc3)c2c1=O	37	12
CN(C)c1ccc(-c2nc3cnccn3c2NC(C)(C)C)cc1	-89	9
CCOC(=O)c1c(-c2ccc(OC)c(OC)c2)csc1NC(=O)CC	4	9
CC1Oc2ccccc2N(CC(=O)NCc2ccc(F)cc2)C1=O (centres undefined)	-6	19
CSc1nc(C)cc(Nc2ccc(O)c(CN3CCCCC3)c2)n1	-1	45*
Cc1ccc(CN(CCCn2ccnc2)Cc2ccccc2F)o1	28	5
NCCCCNS(=O)(=O)c1cccc2c(Cl)cccc12	-32	16
C[C@H](Cn1nnc2ccccc21)NC(=O)c1cnn2cccnc12	-26	11
COc1ccc(CN(Cc2cn[nH]c2-c2ccccc2)CC2CCCO2)cc1OC (centres undefined)	3	6
COc1ccc(C2/C(=C(/O)c3ccccc3)C(=O)C(=O)N2c2cccnc2)c(OC)c1 (centres undefined)	7	10

Reprinted from the listing for reference:
SMILES	EP2 mod	PGE2 EP2 inh
Cc1sc2nc(SCC(=O)c3cccs3)[nH]c(=O)c2c1C	-76	5
CC(C)C(=O)c1cn(CC(=O)Nc2ccccc2Cl)c2ccccc12	-29	8
Cc1ccc(CN(CCCn2ccnc2)CC2=COCCO2)s1	10	10
C=CCn1c(SCC(=O)Nc2ccc(Cl)cc2)nc2sc(C)cc2c1=O	-32	21
COc1ccc(Nc2nc(CC(=O)O)cs2)cc1	-38	11
CCOC(=O)c1c(-c2ccc(OCC)cc2)csc1NC(=O)CC	67*	7
O=C(Nc1ccccc1F)N(Cc1cc2cc3c(cc2[nH]c1=O)OCCO3)CC1CCCO1 (centres undefined)	-48	6
COc1cccc(CNc2cc(C)ccn2)c1O	-22	17
CC1CCCC(C)N1C(=O)CSc1nc2sc3c(c2c(=O)[nH]1)CCCC3 (centres undefined)	28	14
O=C(CSc1ncccc1-c1nc2ccccc2[nH]1)Nc1ccccc1C(F)(F)F	-44	15
Cn1ncc([N+](=O)[O-])c1C(=O)NN	24	8
CC(C)Oc1ccc(CN2CCC(=O)NC2=S)cc1	1	12
CCCn1cnc2sc(C)c(-c3ccc(Cl)cc3)c2c1=O	37	12
CN(C)c1ccc(-c2nc3cnccn3c2NC(C)(C)C)cc1	-89	9
CCOC(=O)c1c(-c2ccc(OC)c(OC)c2)csc1NC(=O)CC	4	9
CC1Oc2ccccc2N(CC(=O)NCc2ccc(F)cc2)C1=O (centres undefined)	-6	19
CSc1nc(C)cc(Nc2ccc(O)c(CN3CCCCC3)c2)n1	-1	45*
Cc1ccc(CN(CCCn2ccnc2)Cc2ccccc2F)o1	28	5
NCCCCNS(=O)(=O)c1cccc2c(Cl)cccc12	-32	16
C[C@H](Cn1nnc2ccccc21)NC(=O)c1cnn2cccnc12	-26	11
COc1ccc(CN(Cc2cn[nH]c2-c2ccccc2)CC2CCCO2)cc1OC (centres undefined)	3	6
COc1ccc(C2/C(=C(/O)c3ccccc3)C(=O)C(=O)N2c2cccnc2)c(OC)c1 (centres undefined)	7	10

(cont.)
SMILES	EP2 mod	PGE2 EP2 inh
CCS(=O)(=O)N1CCN(Cc2cn(CC(=O)NC(C)C)c3ccccc23)CC1	2	5
CC(NS(=O)(=O)c1ccccc1)C(=O)NCc1ccc2c(c1)OCO2 (centres undefined)	-13	7
Cc1sc2ncn(CC(=O)Nc3ccccc3C(C)C)c(=O)c2c1C	-37	7
COc1ccc(C(NC(=O)c2ccccn2)c2nccn2C)cc1OC (centres undefined)	-23	2
CCOC(=O)c1[nH]ncc1CN1CCC(O)(c2ccccc2C)CC1	-8	8
COc1ccc(-c2cc(C(=O)OCC(C)=O)c3ccccc3n2)cc1Br	-3	12
Cc1ccc(C(=O)NNC(=O)CSc2nc3sc4c(c3c(=O)n2C)CCCC4)cc1	-23	6
CCSc1nnc(COc2ccc(Br)cc2)n1Cc1ccccc1	43	4
CCN(C(=O)C1CCCCC1)c1nc2c(s1)CCc1oc(C)cc1-2	-2	7
CC(=O)Nc1ccc2c(c1)C(=Nc1ccc(C(=O)O)cc1)c1ccccc1-2	-7	59*
O=C(OCCN1CCCCC1)c1c[nH]c2ccccc12	10	9
CCOc1cc(C2/C(=C(/O)c3ccc(Cl)cc3)C(=O)C(=O)N2CC(C)O)ccc1O (centres undefined)	11	13
CCCn1c(SCC(=O)Nc2ccc(CC)cc2)nc2c1c(=O)n(C)c(=O)n2C	-50	7
COc1ccc(NC(=O)Cn2cnc3sc(C)c(-c4ccc(F)cc4)c3c2=O)cc1	25	6
CCc1ccc2[nH]c(=O)c(C(c3nnnn3C(C)(C)CC)N3CCN(c4ccccc4)CC3)cc2c1 (centres undefined)	33	3
CCN1CCCC1CN(Cc1cc2cc(C)ccc2[nH]c1=O)C(=O)Nc1ccc(F)cc1 (centres undefined)	-19	12
CCCC(c1nnnn1C(C)(C)C)N(Cc1ccccc1)Cc1cc2c(C)cc(C)cc2[nH]c1=O (centres undefined)	31	10
CC1CCN(CC(=O)Nc2ccc(S(=O)(=O)N3CCC(C)CC3)cc2)CC1	-48	4
CC(C)n1nccc1C(=O)N1CCc2onc(-c3ccccc3F)c2C1	-50	9

Screening data from PubChem BioAssay.
